# IL-1B inflam inh – inflammasome signaling inhibition, IL-1 beta readout | actives 4.7% (n = 360,000) | THP-1 LPS/ATP IL-1B secretion, AlphaLISA, 16 h; stronger effect = lower value | activity change, % at 57.5 µM; in the data active means activity change below about -50%; inconclusive means mostly about -30% to -49%; further: on the % scale 0 is the no-effect control and ±100 the full control effect
#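 Secreted IL-1B measured by AlphaLISA bead assay after 16 h compound exposure of THP-1 cells; compounds (final up to 57.5 uM) added 1 h before LPS (250 ng/mL) and ATP (1.25 mM) stimulation; lower signal means less secretion.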
# KB-V1 MDR tox – kills drug-selected multidrug resistant KB-V1 cells | KB-V1 MDR cells viability, CellTiter-Glo, 72 h | Potency, µM (top dose mostly 46.1 µM), without a hit: at the highest dose activity change, negative = cytotoxicity, most hits filed as cytotoxic | actives 3.4% (n = 400,000) | AID 1347076; further: potency means the concentration at half of the fitted maximal effect; on the % scale 0 is the no-effect control and ±100 the full control effect; nearly all actives have a fitted effect of over 60% in size
#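 Readout: CellTiter-Glo luminescence, 10 min after addition. Cells: KB-V1 MDR subline, 72 h at 37 degrees C with compound. Analysis: corrected, normalized data fitted to concentration-effect curves.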
# HT1080 IDH1KD tx – toxicity to HT-1080 IDH1 knockdown cells (counter line); AID 686971; actives 2% (n = 360,000); HT-1080 IDH1 knockdown viability, ATP luminescence, 48 h; Potency, µM (series often up to 46.1 µM), for inactives: at the top dose activity, negative = toxicity, most hits filed as cytotoxic;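 further: potency means the concentration at half of the fitted maximal effect; 0% = DMSO wells and -100% = cell-free medium wells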
#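 % activity derives from luminescence (CellTiter-Glo), normalised to DMSO and no-cell wells. HT-1080-IDH1KD cells, 750/well, had 48 h compound exposure at 37 °C.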
# SW480 rereplic – induces DNA re-replication in SW480 colon adenocarcinoma cells | AID 624297 | actives 1.8% (n = 340,000) | Potency, µM (doses to about 46.1 µM), without a hit: at the highest dose re-replication activation, actives largely listed as activators | SW480 DNA re-replication, Hoechst DNA content imaging, 48 h; further: potency means the concentration at half of the fitted maximal effect; % of control where 0% means no effect; nearly all actives have a fitted effect of over 55% in size
#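 SW480 cells exposed to compounds for 48 hr at 37 C, 5% CO2, then Hoechst-stained 40 min. Nuclear DNA content imaged by fluorescence scanning (405 nm excitation, 500-530 nm emission); re-replication scored as increased high-intensity nuclei.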
# DRD3 agonist – agonists of human D3 dopamine receptor | actives 0.58% (n = 410,000) | max activation, % | D3R DiscoveRx beta-arrestin cells, luminescence, 90 min; in the data active means max activation above about 30%; further: 0% is about no effect; mostly tested at two doses, the higher about 12 µM
# Target sequence (P35462 whole entry, looked up): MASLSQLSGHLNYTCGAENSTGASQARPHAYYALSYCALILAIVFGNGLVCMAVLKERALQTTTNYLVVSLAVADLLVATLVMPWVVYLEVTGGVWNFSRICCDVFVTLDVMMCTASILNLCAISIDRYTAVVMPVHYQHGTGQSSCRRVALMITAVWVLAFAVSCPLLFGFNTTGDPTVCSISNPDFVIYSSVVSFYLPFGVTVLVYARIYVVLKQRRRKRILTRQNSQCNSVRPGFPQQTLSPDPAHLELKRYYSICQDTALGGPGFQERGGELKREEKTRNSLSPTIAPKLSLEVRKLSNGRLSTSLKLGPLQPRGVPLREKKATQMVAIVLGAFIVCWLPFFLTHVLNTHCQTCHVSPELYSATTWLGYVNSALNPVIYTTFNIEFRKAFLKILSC
#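 Agonist mode: compounds and dopamine controls were applied to plated cells for 90 min at 37 degrees C after an overnight attachment at 1500 cells/well. Luminescent read-out followed 30 - 60 minutes at room temperature with DiscoveRx detection reagent.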
# GLP1R ag – agonists of human GLP-1 receptor | P43220 | HEK293 GLP-1R CRE-luciferase, luminescence, 4-6 h; cells express a hypersensitive GLP-1R form | Potency, µM (doses to about 45.6 µM), for inactives: at the top dose activation, hits mostly activators | actives 0.007% (n = 380,000); further: potency means the concentration at half of the fitted maximal effect; % of control where 0% means no effect
# Target sequence (P43220 whole entry, looked up): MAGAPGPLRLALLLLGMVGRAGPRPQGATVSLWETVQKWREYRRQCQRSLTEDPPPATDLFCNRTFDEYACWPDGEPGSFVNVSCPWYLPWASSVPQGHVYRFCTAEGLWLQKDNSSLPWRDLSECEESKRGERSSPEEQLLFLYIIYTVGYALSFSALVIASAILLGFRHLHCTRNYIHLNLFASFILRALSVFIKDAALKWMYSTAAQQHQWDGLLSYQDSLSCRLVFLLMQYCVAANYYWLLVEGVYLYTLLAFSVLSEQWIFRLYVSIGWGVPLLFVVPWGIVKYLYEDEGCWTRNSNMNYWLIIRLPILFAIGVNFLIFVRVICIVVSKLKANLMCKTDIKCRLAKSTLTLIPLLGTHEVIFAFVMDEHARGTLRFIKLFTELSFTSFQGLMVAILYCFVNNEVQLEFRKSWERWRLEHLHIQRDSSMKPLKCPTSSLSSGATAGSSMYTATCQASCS
# D3 antag – blocks the human D3 dopamine receptor; max response, negative = inhibition, %; actives 2.5% (n = 360,000); D3R cells, DiscoveRx beta-arrestin luminescence, antagonist mode; stronger effect = lower value; P35462; in the data active means max response below about -50%; inconclusive means no clear call, values can overlap the other calls; further: on the % scale 0 is the no-effect control and ±100 the full control effect; mostly tested at two doses, the higher about 12 µM
#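 Cells expressing the human receptor were seeded at 1500 cells/well, incubated overnight at 37 degrees C in 5% CO2, then exposed to library compounds with dopamine controls for 90 minutes at 37 degrees C before luminescent detection.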
# HT1080-NT tox – kills 2HG-producing HT-1080-NT fibrosarcoma cells | AID 686970 | HT-1080-NT fibrosarcoma viability, CellTiter-Glo ATP luminescence, 48 h | Potency, µM (top dose mostly 46.1 µM), without a hit: top-dose activity, negative = less viability, usual class: cytotoxic | actives 1.6% (n = 360,000);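 further: NT is the 2HG producing partner of a matched IDH1 knockdown line; potency means the concentration at half of the fitted maximal effect; 0% = DMSO-treated cells and -100% = media-only wells without cells; nearly all actives have a fitted effect of over 55% in size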
#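 A 48-hour cytotoxicity screen used HT-1080-NT cells plated 2 hours before compound delivery. ATP-based CellTiter-Glo luminescence measured viability, normalized to DMSO and no-cell controls.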
# KB-3-1 cytotox – kills parental KB-3-1 adenocarcinoma cells; actives 1.4% (n = 400,000); KB-3-1 viability, CellTiter-Glo ATP luminescence, 72 h; Potency, µM (highest dose often 46.1 µM), for the others: top-dose activity change, negative = cytotoxic, hits mostly cytotoxic; further: potency means the concentration at half of the fitted maximal effect; on the % scale 0 is the no-effect control and ±100 the full control effect; nearly all actives have a fitted effect of over 60% in size
#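 KB-3-1 parental drug-naive adenocarcinoma cells in DMEM/10% FBS, incubated 72 h at 37 C with pin-transferred compounds across a concentration series. Viability by CellTiter-Glo luminescence; concentration-response curves fitted after normalization.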
# The depositor's hits bear a star; ? = inconclusive; . = not tested or not shown; & = joins results of further samples; [ ] = dose if it differs, or a comment. Unless noted, the call rests on the fitted dose curve; in most records, active means well fitted curve in the direction sought with a large enough effect; inconclusive means small, poorly fitted or top-dose-only effect, or another doubt; inactive means no such curve, though single readings can be large; an effect the other way counts as inactive or inconclusive. Random draw from the library; any-hit rate near 12%.
# Results follow in this order: IL-1B inflam inh	KB-V1 MDR tox	HT1080 IDH1KD tx	SW480 rereplic	DRD3 agonist	GLP1R ag	D3 antag	HT1080-NT tox	KB-3-1 cytotox
> Cn1c(-c2ccc(-c3ccccc3)cc2)c[nH]c1=S
 : -26	?	10%	-4%	-22	1%	?	4%	?
> COc1ccccc1NC(=O)[C@@H]1CCCN1S(=O)(=O)c1ccc(Cl)cc1
 : -7	-2%	9%	-6%	-3	12%	-17	4%	-26%
> O=C(NCc1cccnc1)c1cc(C2CCCCN2S(=O)(=O)c2cccc3cccnc23)on1 (centres undefined)
 : 20	4%	11%	.	4	-7%	16	8%	0%
> CCCc1cc(=O)oc2c(CN3CCCC3)c(O)c(Cl)cc12
 : 8	-24%	-3%	19%	-5	-18%	7	1%	7%
> COc1ccc(N(CC(=O)NCc2ccccc2)S(=O)(=O)c2c(C)n[nH]c2C)cc1
 : -26	?	1%	-53%[inhibitor]	-9	3%	-22	15%	11%
> COC(C[C@H](O)[C@H](C)[C@@H](O)COCc1ccccc1)OC
 : 17	-2%	-1%	-3%	2	3%	-8	-5%	-11%
> CCC(CO)Oc1cc(NCc2ccc(C(F)(F)F)cc2)c2ncn(C(C)C)c2c1 (centres undefined)
 : -25	16%	0%	?	6	13%	1	0%	?
> COc1ccc(CC(=O)Nc2cc(C)on2)cc1
 : -1	7%	-2%	-4%	3	-8%	5	3%	0%
> O=C(COC(=O)c1ccccc1NCCO)Nc1cccc(S(=O)(=O)NC2=NCCCCC2)c1
 : 19	0%	8%	?	3	10%	-2	9%	1%
> O=C(c1cccs1)c1coc2ccc(O)c(CN(CCO)CCO)c12
 : -1	0%	1%	1%	0	12%	-28	12%	6%
> O=[N+]([O-])c1cccc(S(=O)(=O)N2CCN(c3ccccn3)CC2)c1
 : -2	?	1%	0%	2	14%	4	3%	0%
> COc1cc(NC(=S)N2CCN(C(=O)C3CCCO3)CC2)c(OC)cc1Cl (centres undefined)
 : 7	0%	0%	-6%	2	4%	11	3%	0%
> Cc1cc(NC(=O)NC(C(F)(F)F)C(F)(F)F)no1
 : 7	?	0%	-4%	5	-3%	-9	2%	15%
> CC(C)CC(OC(=O)c1ccco1)C(=O)NCC1CCCO1 (centres undefined)
 : 0	-4%	16%	-9%	2	-4%	14	25%	2%
> COC(=O)C1CCN(C2CN(Cc3ccc(C)cc3)S(=O)(=O)C2)CC1 (centres undefined)
 : -1	2%	19%	.	-1	2%	2	25%	0%
> CCS(=O)(=O)N1CCCC(C(=O)NC2CCC(C)CC2)C1 (centres undefined)
 : 13	1%	3%	-3%	4	-9%	-1	1%	0%
> COc1ccc(-c2nc(=S)c3c([nH]2)Oc2ccc(C)cc2C3)cc1O
 : 0	?	-1%	-2%	-3	-15%	3	-10%	8%
> O=C(CN1CCN(Cc2ccccc2)CC1)N/N=C/c1ccco1
 : 14	-14%	-6%	-11%	-14	-3%	-14	-8%	0%
> Cc1nn2c(N3CCN(CCO)CC3)c3c(nc2c1-c1ccccc1)CCCC3
 : .	-21%	?	?	-20	26%	-20	18µM*	-21%
> CC(=O)c1ccc(NC(=O)CN(C)CC(=O)Nc2cccc(F)c2)cc1
 : 4	?	-1%	1%	-12	7%	-6	0%	?
> COc1ccccc1CNC(=O)c1cc2c(s1)CS(=O)(=O)C2
 : -3	20%	11%	-1%	7	0%	3	5%	0%
> O=C(Nc1nnc(SCc2ccc(F)cc2)s1)c1ccc2c(c1)C(=O)N(c1ccccc1Cl)C2=O
 : 10	5%	28%	-1%	53*	23%	49	0%	-6%
> COc1ccc(S(=O)(=O)N2CCCC2)c2ccccc12
 : -2	14%	-8%	5%	-1	-4%	7	0%	12%
> CCOC(=O)CC(NC(=O)Cn1nnc(-c2ccccc2Cl)n1)c1ccc(OC)cc1 (centres undefined)
 : -6	-7%&13%	0%	-2%	5&-8	25%	9	8%	?
> Cc1cccc(NC(=S)NCCc2ccccc2)c1C
 : -21	-3%	-9%	-2%	-6	-2%	-10	-6%	0%
> CN(C)c1cccc2c1c(NC(=O)Nc1ccccc1)nn2C
 : -1	-22%	-4%	?	-1	-5%	9	0%	?
> CN(C)S(=O)(=O)c1ccc(Cl)c(NC(=O)CN2C(=O)NC3(CCc4ccccc43)C2=O)c1 (centres undefined)
 : 0	-11%	-7%	-33%	-2	-5%	-25	-4%	-8%
> Cc1nc2sc(C(c3cccs3)N3CCOCC3)c(O)n2n1 (centres undefined)
 : -26	10%	3%	-2%	1	-2%	-6	13%	16%
> O=C(c1ccc2c(c1)N(Cc1ccc(F)cc1)C(=O)c1ccccc1S2(=O)=O)N1CCN(c2ccccn2)CC1
 : -12	?	-11%	-8%	0&-5	8%&3%	-17	-9%	?
> Clc1ccc(-c2nc3ccccc3n2OCc2ccccc2)cc1
 : 11	-13%	3%	4%	4	-10%	9	2%	-1%

# Structures listed so far with a CF3 group, in the order listed:
# Results follow in this order: IL-1B inflam inh	KB-V1 MDR tox	HT1080 IDH1KD tx	SW480 rereplic	DRD3 agonist	GLP1R ag	D3 antag	HT1080-NT tox	KB-3-1 cytotox
> CCC(CO)Oc1cc(NCc2ccc(C(F)(F)F)cc2)c2ncn(C(C)C)c2c1 (centres undefined)
 : -25	16%	0%	?	6	13%	1	0%	?
> Cc1cc(NC(=O)NC(C(F)(F)F)C(F)(F)F)no1
 : 7	?	0%	-4%	5	-3%	-9	2%	15%

# Other records:
# Results follow in this order: IL-1B inflam inh	KB-V1 MDR tox	HT1080 IDH1KD tx	SW480 rereplic	DRD3 agonist	GLP1R ag	D3 antag	HT1080-NT tox	KB-3-1 cytotox
> Cc1ccc(C2(c3noc(CN4CCC(C(=O)N5CCOCC5)CC4)n3)CCCC2)cc1
 : -9	?	6%	-4%	13	0%	10	20%	-8%
> CC(=O)Nc1cccc(/C(C)=N/NC(N)=S)c1
 : 33	3%	5%	0%	5	3%	11	-14%	20%
> COC(=O)[C@@]1(Cc2ccc(F)cc2)[C@H]2c3cc(C(=O)N(C)C)n(CC4CC4)c3C[C@H]2CN1C(=O)c1ccccc1
 : 0	-16%	-28%	.	-1	-1%	0	?	?
> Cc1cccc(C)c1OCC(=O)Nc1ccccc1N1CCCCC1
 : 0	?	-6%	4%	5	-1%	8	-7%	?
> N#Cc1cccc(NC(=O)Cn2cnc(S(=O)(=O)N3CCc4ccccc43)c2)c1
 : 11	30%	-23%	?	-21	-1%	-7	-18%	-18%
> O=C(/C=C/c1cccc([N+](=O)[O-])c1)N1CCN(Cc2ccccc2)CC1
 : ?	4%	-4%	0%	-7	9%	-6	-13%	0%
> O=C(Nc1ccc(Cl)c(-c2nc3ccccc3o2)c1)c1ccc(-c2cccc([N+](=O)[O-])c2)o1
 : .	?	.	.	6	9%	.	.	?
> Cn1cc(CN2CCC(C(O)CCc3ccccc3)CC2)c(-c2ccccc2F)n1 (centres undefined)
 : -21	-7%	-17%	2%	-4	6%	5	-8%	-2%
> O=C(CSc1nnc(NC2CCCCC2)s1)NC1CCS(=O)(=O)C1 (centres undefined)
 : -8	-14%	1%	0%	4	14%	-23	4%	-1%
> CC1CCN(c2nc3c(c(=O)[nH]c(=O)n3C)n2CCCc2ccccc2)CC1
 : 14	-7%	-1%	-11%	4	-1%	18	-9%	9%
> O=C(CSc1ccc(-c2ccccc2)nn1)NCc1ccco1
 : 15	-1%	9%	-5%	1	1%	-9	11%	5%
> FC(F)(F)c1cccc(N2CCN(Cc3ccoc3)CC2)c1
 : 23	-30%	-5%	-11%	-27	1%	-96*	30%	-1%
> Cc1ccc(NC(=O)CN2CCC(C(N)=O)CC2)cc1[N+](=O)[O-]
 : 0	0%	18%	-2%	-4	-5%	15	17%	0%
> Cc1nnc2ccc(-c3ccc(NS(=O)(=O)c4ccccc4F)cc3)nn12
 : -10	-1%	-5%	.	2	?	0	-4%	?
> CCCn1c(SCC(=O)Nc2cccc(F)c2)nc(O)cc1=O
 : 1	-9%	-1%	-5%	2	-44%[inhibitor]	31	-7%	-2%
> Cc1noc(C)c1C(=O)Nc1cc(S(=O)(=O)N2CCCCC2)ccc1N(C)C
 : -10	-21%	5%	-1%	3	18%	6	0%	4%
> Cc1nc(SCC(=O)NC(=O)NC2CCCCC2)nc(C)c1C
 : 59	?	-21%	-5%	-11	11%	-24	-16%	5%
> COc1cc(/C=N/NC(=O)CNC(=O)c2cccs2)ccc1O
 : 11	?	7%	-7%	-9	4%	0	5%	3%
> COc1ccc(N(CC(=O)Nc2cc([N+](=O)[O-])ccc2C)S(C)(=O)=O)cc1OC
 : -6	6%	-1%	-4%	-28	8%	-11	-3%	0%
> Cc1cccc(C)c1NC(=O)NN(C(=O)c1ccccc1)C(C)(C)C
 : -10	-23%	-6%	-114%[inhibitor]	-14	-14%	-22	-6%	-5%
> CC(C)NC(=O)c1onc(CSc2ccc(Cl)cc2)c1C(=O)NC(C)C
 : ?	?	4%	-4%	7	9%	24	6%	15%
> O=C(CN1CCN(S(=O)(=O)c2ccc(F)cc2)CC1)Nc1cc(C(F)(F)F)ccc1Cl
 : -18	-13%	-5%	-2%	-6	0%	0	-3%	2%
> CCC1CCCCN1Cc1nc(Cc2ccccc2Cl)no1 (centres undefined)
 : 16	6%	0%	1%	-1	18%	3	0%	2%
> Cc1ccc(S(=O)(=O)/N=C(/Nc2ccccc2C)c2ccccc2)cc1
 : -7	-22%	-12%	-1%	8	13%	4	9%	-1%
> COc1cccc(-n2c(SCc3cccc(C)c3)nc3c([nH]c4ccccc43)c2=O)c1
 : .	-13%	.	.	5	7%	.	.	0%
> Cc1cc(C)cc(-n2c(C)cc(/C=N\NC(=O)COc3cccc4cccnc34)c2C)c1
 : 25	-48%	2%	-149%[inhibitor]	1	11%	21	0%	?
> O=S(=O)(Nc1ccc(-c2ccc3nncn3n2)cc1)c1cc(F)ccc1F
 : 39	-1%	-5%	-72%[inhibitor]	8	20%	8	-16%	-10%

# Assay outcomes (PubChem)
